Compound activity: PubChem, Vanderbilt High Throughput Screening Facility
GluA2 TARP mod = modulators of GluA2-stargazin AMPA receptor complexes, primary screen, cell-based, membrane potential dye; 40,000 tested, 3.5% active; AID 1259245, 2017; Voltage-dependent calcium channel gamma-2 subunit (Mus musculus) + Glutamate receptor 2 …; HEK293 GluA2+stargazin, membrane potential dye (FDSS), glutamate EC50; hits were called plate by plate, in both directions; calls only at 30 µM;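 active means any of four per-well response measures lying three or more SD from its plate-wide compound average, in either direction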
Target sequence (O88602 whole entry, looked up): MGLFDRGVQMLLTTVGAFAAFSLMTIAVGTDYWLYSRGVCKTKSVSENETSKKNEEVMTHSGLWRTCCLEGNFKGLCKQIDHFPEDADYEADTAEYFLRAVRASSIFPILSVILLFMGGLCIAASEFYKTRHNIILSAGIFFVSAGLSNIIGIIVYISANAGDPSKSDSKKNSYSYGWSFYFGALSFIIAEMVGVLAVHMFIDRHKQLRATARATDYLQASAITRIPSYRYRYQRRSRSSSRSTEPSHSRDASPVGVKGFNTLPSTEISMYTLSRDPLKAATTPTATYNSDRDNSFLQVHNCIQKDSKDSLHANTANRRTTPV
Target sequence (P19491 whole entry, looked up): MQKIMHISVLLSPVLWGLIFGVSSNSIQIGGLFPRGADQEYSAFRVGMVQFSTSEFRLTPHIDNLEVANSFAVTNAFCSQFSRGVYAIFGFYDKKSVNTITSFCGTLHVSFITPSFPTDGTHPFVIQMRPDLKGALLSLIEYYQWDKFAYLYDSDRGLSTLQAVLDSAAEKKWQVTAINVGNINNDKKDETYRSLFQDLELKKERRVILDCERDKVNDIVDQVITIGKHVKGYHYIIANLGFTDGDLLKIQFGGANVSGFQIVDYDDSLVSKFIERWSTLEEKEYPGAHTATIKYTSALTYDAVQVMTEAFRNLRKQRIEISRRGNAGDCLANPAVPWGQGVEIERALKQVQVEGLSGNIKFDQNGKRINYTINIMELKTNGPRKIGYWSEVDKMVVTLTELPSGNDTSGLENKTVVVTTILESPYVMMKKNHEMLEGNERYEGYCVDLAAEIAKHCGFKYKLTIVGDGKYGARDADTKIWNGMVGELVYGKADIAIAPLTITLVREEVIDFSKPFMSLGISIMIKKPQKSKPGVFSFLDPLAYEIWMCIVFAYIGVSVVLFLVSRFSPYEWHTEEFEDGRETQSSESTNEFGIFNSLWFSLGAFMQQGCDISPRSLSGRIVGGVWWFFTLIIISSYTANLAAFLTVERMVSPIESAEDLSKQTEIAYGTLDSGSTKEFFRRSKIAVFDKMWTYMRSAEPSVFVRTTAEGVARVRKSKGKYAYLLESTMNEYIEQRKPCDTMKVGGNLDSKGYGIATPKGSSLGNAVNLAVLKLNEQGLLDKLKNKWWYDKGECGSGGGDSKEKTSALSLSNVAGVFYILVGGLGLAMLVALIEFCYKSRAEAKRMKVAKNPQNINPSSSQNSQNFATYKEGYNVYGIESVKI
GluA2 TARP mod agonism max-min = also measured in GluA2 TARP mod; calls as there; compound max-min signal; compound-alone response (agonism);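 unitless range of fluorescence divided by baseline over first 100 seconds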
GluA2 TARP mod glutamate slope = second read-out of GluA2 TARP mod, no call of its own (marks repeat the call); glutamate slope, % of max; measured here: glutamate response slope, % max;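 scaled per plate between vehicle wells and maximal 1 mM glutamate control wells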
Numbers without * were called inactive; i = inactive; + = active, no number; & = joins results of further samples; ! = not active in a repeat. The list is partial (hit frequency here may not be typical).

SMILES	GluA2 TARP mod	GluA2 TARP mod agonism max-min	GluA2 TARP mod glutamate slope
C=CCOC(=O)C1=C(C)NC(=O)NC1c1cccc(Br)c1 (centres undefined)	i	0.11	53
Cc1cccc(C)c1NC(=O)CN1N=NC2C(=O)N(c3ccc(C(C)C)cc3)C(=O)C21 (centres undefined)	i	0.12	62
O=C(NCc1cccc2ccccc12)Nc1ccc2c(c1)N(C(=O)C1CCCC1)CC2	i	0.11	51
CCOC(=O)N1CCN(S(=O)(=O)c2ccc(OC)c(C)c2C)CC1	i	0.031	47
COc1ccc(OC)c(NC(=O)CCN2C(=O)c3ccccc3S2(=O)=O)c1	i	0.057	40
CC(C(=O)NCc1ccc2c(c1)OCO2)n1nnc2ccccc2c1=O (centres undefined)	i	0.09	54
CC(C)(C)c1cc(NC(=O)COc2ccccc2F)n(CCO)n1	i	0.088	60
CC(C)(C)n1nc2c(c1-n1cccc1)CN(C(=O)/C=C/c1ccc3c(c1)OCO3)C2	i	0.054	55
O=C(NCCOc1ccccc1)C1CCCN(c2cc(-n3cccn3)ncn2)C1 (centres undefined)	i	0.065	66
COc1ccc(NC(=O)CC2S/C(=N/N=C/c3ccc(O)c(OC)c3)NC2=O)cc1 (centres undefined)	i	0.083	24
NS(=O)(=O)c1ccc(NC(=O)C2COc3ccccc3C2)cc1 (centres undefined)	i	0.13	72
COC(=O)C1=C(C)NC(=O)NC1c1ccccc1 (centres undefined)	i	0.063	48
CCOc1ccc(NC(=O)CSc2nnnn2-c2ccccc2CC)cc1	i	0.075&0.042	47&103
O=C(NC1CCCC(O)C1)NC(c1ccccc1)c1ccccc1 (centres undefined)	i	0.12	59
COc1ccccc1NC(=O)c1ccc(=O)n(Cc2ccc(F)cc2)c1	i	0.059	49
Cc1ccc2nc3c(cc(C(=O)NCc4ccco4)n3C)c(=O)n2c1	i	0.15	55
COc1ccc(-c2cc3ccc4c(c3oc2=O)CN(C2CCS(=O)(=O)C2)CO4)c(OC)c1 (centres undefined)	i	0.095	47
CNC(=O)c1ccsc1NC(=O)Cc1ccc(OC)cc1	i	0.096	61
Cc1c(C(=O)NCc2ccco2)nnn1-c1ccc(Br)cc1	i	0.13	59
Cc1cccc(NC(=O)CC2SC(=O)N(CC(=O)c3ccccc3)C2=O)c1 (centres undefined)	+!	0.16*!	37*!
Nc1c(C(=O)NCc2ccccc2)nnn1-c1ccc(Br)cc1	i	0.1	57
Cc1ccc(NC(=O)CCNS(=O)(=O)c2cc(N(C)S(C)(=O)=O)c(C)cc2C)cc1	i	0.14	57
Cc1ccc(S(=O)(=O)CC(=O)Nc2sc3c(c2-c2nc4ccccc4s2)CCN(C)C3)cc1	i	0.054	26
CCOC(=O)C1CCCN(c2ncnc3[nH]ncc23)C1 (centres undefined)	i	0.082	59
CCOC(=O)Cc1csc(NC(=S)NC(=O)c2cccc([N+](=O)[O-])c2)n1	i	0.11	53
CN1C(=O)C(C)(C)COc2ccc(NS(=O)(=O)C3CCCCC3)cc21	i	0.032	48
CC(=O)Cn1c(=O)c2c(nc3n(-c4ccccc4)c(C)c(C)n23)n(C)c1=O	i	0.03	52
O=C(Nc1ccc2c(c1)OCO2)N1CCN(CCn2cccn2)CC1	i	0.12	52
CCSc1nnc(-c2cc(C)oc2C)o1	i	0.099	63
Cc1cc(C(=O)NCC(O)c2cccn2C)no1 (centres undefined)	i	0.092	63
COc1cccc(-n2c(=O)[nH]c3c(C(N)=O)nc(-c4ccccc4Cl)nc32)c1	i	0.039	57
COc1ccc(C(=O)NCC(c2cccc3ccccc23)N2CCOCC2)cc1OC (centres undefined)	i	0.08	101
COCC(=O)NCCOc1ccc2nnc(-c3ccccc3Cl)n2n1	i	0.044	27
COc1ccccc1S(=O)(=O)N1CCC(c2cccs2)CC1	i	0.098	82
O=c1oc2cc(OCc3ccc(F)cc3F)ccc2c2c1CCC2	i	0.047	60
COc1ccc(OC)c(Nc2nc(CC(=O)N3CCc4ccccc43)cs2)c1	i	0.15	81
COc1cccc(NC(=O)CN2N=NC3C(=O)N(c4ccc(Br)cc4)C(=O)C32)c1 (centres undefined)	i	0.14	58
CC(C)(C)NC(=O)N1CCC(CNC(=O)CSc2ccc(F)cc2)CC1	i	0.049	30
CC1CCc2c(sc(NC(=O)c3ccc(S(=O)(=O)C(C)C)cc3)c2C(N)=O)C1 (centres undefined)	i	0.14	53
COc1cccc(CN2C(=O)N(c3cc(F)ccc3F)S(=O)(=O)c3ccccc32)c1	i	0.062	78
O=C(Nc1ccc2c(c1)OCCO2)c1cc(=O)c(OCc2ccccc2)co1	i	0.12	56
CC(=O)Nc1cccc(NS(=O)(=O)c2ccc(N3C(=O)CCS3(=O)=O)cc2)c1	i	0.085	55
Cc1nc(NCC2CCCO2)nc(Nc2ccc(F)cc2)c1[N+](=O)[O-] (centres undefined)	i	0.084	61
O=C(c1cc([N+](=O)[O-])ccc1Cl)N1CCN(c2ncnc3c2nnn3-c2cccc(F)c2)CC1	i	0.1	56
CCOC(=O)Cn1c(=O)c2c(nc3n(-c4cccc(OC)c4)c(C)cn23)n(C)c1=O	i	0.095	71
O=C(CS(=O)(=O)Cc1ccccc1)Nc1nc(-c2cc([N+](=O)[O-])cs2)cs1	i	0.12	50
Cc1cccc(-n2c(C)c(C)n3c4c(=O)n(CCN5CCOCC5)c(=O)n(C)c4nc23)c1C	i	0.067	24
O=C(Cc1cccs1)NCC(O)(c1ccccc1)C(F)(F)F (centres undefined)	i	0.14	48
CSc1ncccc1C(=O)N1CCC(CNS(=O)(=O)c2cc(C)c(C)cc2C)CC1	i	0.068	55
COc1ccc(S(=O)(=O)N2CCCOC2CNC(=O)C(=O)NCCC2=CCCCC2)cc1 (centres undefined)	i	0.09	60

Four compounds picked at random from those above:
SMILES	GluA2 TARP mod	GluA2 TARP mod agonism max-min	GluA2 TARP mod glutamate slope
CSc1ncccc1C(=O)N1CCC(CNS(=O)(=O)c2cc(C)c(C)cc2C)CC1	i	0.068	55
Cc1cccc(C)c1NC(=O)CN1N=NC2C(=O)N(c3ccc(C(C)C)cc3)C(=O)C21 (centres undefined)	i	0.12	62
CNC(=O)c1ccsc1NC(=O)Cc1ccc(OC)cc1	i	0.096	61
COC(=O)C1=C(C)NC(=O)NC1c1ccccc1 (centres undefined)	i	0.063	48

Part of the list above, reformatted.
| SMILES | GluA2 TARP mod | GluA2 TARP mod agonism max-min | GluA2 TARP mod glutamate slope |
| --- | --- | --- | --- |
| O=C(Nc1ccc2c(c1)OCCO2)c1cc(=O)c(OCc2ccccc2)co1 | i | 0.12 | 56 |
| CC(=O)Nc1cccc(NS(=O)(=O)c2ccc(N3C(=O)CCS3(=O)=O)cc2)c1 | i | 0.085 | 55 |
| Cc1nc(NCC2CCCO2)nc(Nc2ccc(F)cc2)c1[N+](=O)[O-] (centres undefined) | i | 0.084 | 61 |
| O=C(c1cc([N+](=O)[O-])ccc1Cl)N1CCN(c2ncnc3c2nnn3-c2cccc(F)c2)CC1 | i | 0.1 | 56 |
| CCOC(=O)Cn1c(=O)c2c(nc3n(-c4cccc(OC)c4)c(C)cn23)n(C)c1=O | i | 0.095 | 71 |
| O=C(CS(=O)(=O)Cc1ccccc1)Nc1nc(-c2cc([N+](=O)[O-])cs2)cs1 | i | 0.12 | 50 |
| Cc1cccc(-n2c(C)c(C)n3c4c(=O)n(CCN5CCOCC5)c(=O)n(C)c4nc23)c1C | i | 0.067 | 24 |

(continued)
SMILES	GluA2 TARP mod	GluA2 TARP mod agonism max-min	GluA2 TARP mod glutamate slope
Cc1cc(NC(=O)C(=O)NC(c2ccccc2)c2ccccc2)no1	i	0.11	61
Cc1cccc(C)c1N1CCN(C(=O)N2CCCCCC2)CC1	i	0.1	54
Cc1ccc(NS(=O)(=O)c2ccc(F)cc2)cc1N1CCCCC1=O	+	0.039*	34*
COc1cc(NC(=O)CS(=O)(=O)c2cccs2)cc(OC)c1	i	0.091	43
Cc1cc(C)c(NC(=O)Cn2nc3n(c(=O)c2=O)CCN3c2ccccc2)c(C)c1	i	0.052	40
CN(C)C(CNC(=O)Nc1ccccc1)c1cccc2ccccc12 (centres undefined)	i	0.094	50
CSc1ncccc1C(=O)N1CCC(CNC(=O)c2cccn(C)c2=O)CC1	i	0.07	39
COc1cc2[nH]c(=O)n(CCCCC(=O)NCc3ccc(N(C)C)cc3)c(=O)c2cc1OC	i	0.061	58
O=S(=O)(c1ccccc1F)N1CCN(c2ccc(Cl)c(Cl)c2)CC1	i	0.073	57
Cc1nc(-c2ccccc2)sc1C(=O)NCCOc1ccc(-c2ccco2)nn1	i	0.044	46
O=C(C1CCC1)N(CC1CCCO1)c1nc2ccc(F)cc2s1 (centres undefined)	i	0.095	54
CS(=O)(=O)N1CCN=C1SCc1ccc(Br)cc1	i	0.091	47
CCOc1cccc2sc(NC(=O)c3ccn(C)n3)nc12	i	0.13	41
Cc1cc(C)n(CC(=O)NCc2nnc(C)o2)n1	i	0.12	50
Cc1nc(Nc2ccc(NC(=O)Nc3cccc(C)c3C)cc2)cc(-n2ccnc2)n1	i	0.086	57
Cc1ccc(NC(=O)c2cc(Cl)ccc2Cl)cc1N1CCCCC1=O	i	0.064	62
O=C(CSc1ccc(NC(=O)c2cccs2)nn1)NC1CCCC1	i	0.1	51
CCOc1ccccc1NC(=O)Nc1ccc(-n2nnn(CCOC)c2=O)cc1	i	0.17	51
CC(C)C(=O)NC(=S)Nc1ccccn1	i	0.095	63
COc1ccc(S(=O)(=O)CCCC(=O)Nc2ccc(-c3nc4ccccc4s3)cc2)cc1	i	0.084	48
S=C(NCc1cccs1)Nc1ccc(Nc2ccccc2)cc1	i	0.11	41
CCc1nnc(NC(=O)CSc2nc(=O)n(N3CCN(C)CC3)c3c2CCC3)s1	i	0.18	57
COc1cc(C(=O)Nc2nnc(-c3cc4ccccc4o3)o2)cc(OC)c1OC	i	0.066	33
O=S1(=O)CCC(n2nc(-c3ccccc3)cc2NS(=O)(=O)c2cnc[nH]2)C1 (centres undefined)	i	0.089	63
O=C(NCCC(O)c1ccco1)C(=O)Nc1ccc(OC(F)(F)F)cc1 (centres undefined)	i	0.1	52
COc1cccc(S(=O)(=O)N2CCC(Cc3ccccc3)CC2)c1	i	0.072	34
COc1ccc(S(=O)(=O)N2CCSC2c2cc(Br)ccc2OC)cc1 (centres undefined)	i	0.1	54
CC(C)(Oc1ccc(Cl)cc1)C(=O)NCC1CCN(S(=O)(=O)C2CC2)CC1	i	0.052	46
O=C(NCCn1nc(-c2ccco2)ccc1=O)c1ccc2c(c1)ncn2-c1ccccc1	i	0.076	65
CC(C)c1nnc(C2CCN(C(=O)Cn3c(=O)oc4ccccc43)CC2)o1	i	0.089	54
COc1ccccc1CNC(=O)c1cc2c(=O)n(C)c(=O)n(C)c2s1	i	0.11	50
CN(C)C(CNC(=O)C1(c2ccc(Cl)cc2)CCCC1)c1ccsc1 (centres undefined)	+	0.16*	44*
CCOC(=O)c1ccc2c(c1)sc(=NC(=O)C(C)(C)C)n2C	i	0.037	67
Cc1ccc(S(=O)(=O)N2CCN(c3nc4ccc(C)cc4s3)CC2)cc1	i	0.11	49
Cc1ccnc(OCC(=O)Nc2ccc(-c3csc(C)n3)cc2)n1	i	0.068	67
CCOC(CNC(=O)C(=O)Nc1c2c(nn1-c1ccccc1)CS(=O)(=O)C2)OCC	i	0.076	59
COCCNC(=O)Cn1nc2c(c1NC(=O)COc1ccc3ccccc3c1)CSC2	i	0.075	66
COc1ccc(Nc2cc(C)nc(NCCNC(=O)c3cnccn3)n2)cc1	+	0.22*	53*
COc1ccc(NC(=O)c2csc(NS(=O)(=O)c3ccccc3)n2)cc1OC	i	0.096	56
N#C/C(=C\N1CCC(C(N)=O)CC1)C(=O)NCc1ccccc1	i	0.1	74
NC(=O)c1c(NC(=O)C2c3ccccc3Oc3ccccc32)sc2c1CCCCC2	i	0.059	2
CCOc1ccc(C(=O)NCC(c2cccn2C)N(C)C)cc1OCC (centres undefined)	i	0.15	74
COC(=O)c1ccc2c(=O)n(CCC(=O)N3CCC(Cc4ccccc4)CC3)c(=S)[nH]c2c1	i	0.13	62
COc1ccc(S(=O)(=O)N2CCCc3cc(NS(=O)(=O)c4cccc(F)c4)ccc32)cc1	i	0.14	80
Cn1ccnc1N1CCN(C(=O)c2ccc3c(c2)OCO3)CC1	i	0.068	56
O=C(CCc1ccccc1)CN1CCN(c2ccc([N+](=O)[O-])cc2)CC1	i	0.074	41
Cc1ccc(-n2c(=S)[nH]c3sc4c(c3c2=O)CCCC4)cc1C	i	0.076	34
O=C(NCC1CCN(C(=O)c2cc3ccccc3o2)CC1)C(=O)Nc1cccnc1	i	0.096	59
CC(C(=O)Nc1ccc2c(c1)OCCO2)S(=O)(=O)c1ccc2c(c1)S(=O)(=O)N=CN2 (centres undefined)	i	0.072	52
O=C(NCC1CCN(C(=O)/C=C/c2ccco2)CC1)c1cccs1	i	0.054	42
O=C(c1ccsc1)N1CCC(c2nnc(-c3ccc(F)cc3)o2)CC1	i	0.055	52
CCCS(=O)(=O)N1CCN=C1SCc1cccc(Cl)c1	i	0.098	56

An excerpt from above in order of number of heavy atoms, falling:
SMILES	GluA2 TARP mod	GluA2 TARP mod agonism max-min	GluA2 TARP mod glutamate slope
COC(=O)c1ccc2c(=O)n(CCC(=O)N3CCC(Cc4ccccc4)CC3)c(=S)[nH]c2c1	i	0.13	62
COc1ccc(S(=O)(=O)N2CCCc3cc(NS(=O)(=O)c4cccc(F)c4)ccc32)cc1	i	0.14	80
CCCS(=O)(=O)N1CCN=C1SCc1cccc(Cl)c1	i	0.098	56
